# PME-1 inh: PME-1 inhibitors via competitive probe labeling, primary screen, biochemical, fluorescence polarization, FP-Rh probe, HTS; Protein phosphatase methylesterase 1 (Homo sapiens), Q9Y570; recombinant PME-1; inhibition, % at 5.9 µM; 320,000 tested, 0.53% active; AID 2130, 2009;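 active means inhibition above the campaign mean of all compounds plus 3 SD, cut at about 26% in these data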;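 further: competitive labeling of PME-1 active site by serine hydrolase directed probe; 0% = PME-1 with DMSO and 100% = wells lacking PME-1 enzyme; inhibitors block probe labeling so polarization falls and inhibition rises; many of its hits are not listed in these tables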
# LYPLA1 counter: LYPLA1 inhibitors, primary screen, counter-screen for PME1 inhibitor project, biochemical, fluorescence polarization, FP-Rh probe ABPP. Acyl-protein thioesterase 1 (Homo sapiens), O75608. recombinant LYPLA1. inhibition, % at 5.9 µM. 320,000 tested, 0.16% active;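 active means inhibition above the mean of all tested compounds plus 3 SD, set per campaign, cut at about 14% in these data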;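 further: inhibitors block serine hydrolase probe labeling of LYPLA1 so polarization falls; 0% = enzyme with DMSO and 100% = wells lacking LYPLA1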
# Target sequence (O75608 whole entry, looked up): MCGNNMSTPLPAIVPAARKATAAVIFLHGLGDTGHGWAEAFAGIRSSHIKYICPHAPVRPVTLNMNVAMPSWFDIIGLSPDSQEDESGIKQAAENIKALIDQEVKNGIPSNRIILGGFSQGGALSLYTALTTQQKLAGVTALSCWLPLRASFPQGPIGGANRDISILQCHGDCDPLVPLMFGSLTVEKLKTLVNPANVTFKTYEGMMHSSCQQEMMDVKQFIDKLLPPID
# GSTO1 inh: inhibitors of recombinant GSTO1, primary screen, counter-screen for RBBP9 inhibitor project, biochemical, fluorescence polarization; AID 1974, 2009; inhibition, % at 5.96 µM; activity-based probe fluorescence polarization; 300,000 tested, 1.1% active;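 active means inhibition above the campaign mean inhibition plus 3 SD, cut at about 35% in these data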;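 further: 0% = GSTO1-1 with DMSO and 100% = wells lacking GSTO1-1 enzyme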
# Target sequence (P78417 whole entry, looked up): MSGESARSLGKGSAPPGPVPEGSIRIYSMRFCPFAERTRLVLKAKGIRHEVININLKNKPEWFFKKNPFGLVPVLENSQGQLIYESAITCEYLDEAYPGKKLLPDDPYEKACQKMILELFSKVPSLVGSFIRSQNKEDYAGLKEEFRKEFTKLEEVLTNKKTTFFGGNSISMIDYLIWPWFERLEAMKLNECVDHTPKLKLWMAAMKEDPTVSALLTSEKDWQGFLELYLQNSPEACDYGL
# pPAFAH inh: pPAFAH enzyme inhibitors, primary screen, biochemical, fluorescence polarization, human; inhibition, % at 3.39 µM; recombinant pPAFAH, FP-rhodamine probe fluorescence polarization; 330,000 tested, 1.5% active; Platelet-activating factor acetylhydrolase (Homo sapiens), Q13093;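 active means inhibition above the mean inhibition across the screen plus 3 SD, cut at about 25% in these data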;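 further: inhibitors block binding of the rhodamine activity-based probe so polarization drops; 0% = enzyme with DMSO and 100% = wells lacking pPAFAH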
# PAFAH1B2 FP inh: PAFAH1B2 enzyme inhibitors, primary screen, biochemical, fluorescence polarization, human; Platelet-activating factor acetylhydrolase IB subunit alpha2 (Homo sapiens), P68402; 340,000 tested, 1.2% active; inhibition, % at 3.39 µM; recombinant PAFAH1B2, FP-rhodamine activity probe;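 active means inhibition above the mean of all tested compounds plus 3 SD, cut at about 24% in these data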;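 further: 0% = enzyme with DMSO and 100% = wells lacking PAFAH1B2; many of its hits are not listed in these tables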
# Target sequence (P68402 whole entry, looked up): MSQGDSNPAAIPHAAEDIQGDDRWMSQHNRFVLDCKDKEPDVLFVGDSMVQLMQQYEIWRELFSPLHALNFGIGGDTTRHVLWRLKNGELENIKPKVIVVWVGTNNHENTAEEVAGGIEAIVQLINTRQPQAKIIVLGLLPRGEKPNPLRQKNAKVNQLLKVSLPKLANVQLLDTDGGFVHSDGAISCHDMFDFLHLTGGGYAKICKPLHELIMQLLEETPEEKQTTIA
# PAFAH2 FP inh: PAFAH2 enzyme inhibitors, primary screen, biochemical, fluorescence polarization, human; Platelet-activating factor acetylhydrolase 2, cytoplasmic (Homo sapiens), Q99487; recombinant PAFAH2, FP-rhodamine activity probe; inhibition, % at 3.39 µM; 340,000 tested, 0.99% active; AID 492956, 2010;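 active means inhibition above the mean over all tested compounds plus 3 SD, cut at about 30% in these data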;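 further: inhibitors block probe labeling of enzyme so polarization drops; 0% = enzyme with DMSO and 100% = wells lacking PAFAH2 protein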
# LYPLA2 counter: LYPLA2 inhibitors, primary screen, counter-screen for PME1 inhibitor project, biochemical, fluorescence polarization, FP-Rh probe ABPP; inhibition, % at 5.9 µM; recombinant LYPLA2; 320,000 tested, 0.38% active; Acyl-protein thioesterase 2 (Homo sapiens), O95372;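 active means inhibition above the screen-wide mean plus 3 SD, limit set per campaign, cut at about 26% in these data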;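 further: 0% = LYPLA2 with DMSO and 100% = wells lacking LYPLA2 enzyme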
# PAD4 inh: human PAD4 inhibitors, primary screen, biochemical, fluorescence polarization, 1536-well format | Protein-arginine deiminase type-4 (Homo sapiens), Q9UM07 | recombinant PAD4, RCA probe fluorescence polarization | inhibition, % at 6.36 µM | 330,000 tested, 0.41% active;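 active means percent inhibition above a cutoff equal to the mean of all tested compounds plus 3 SD, cut at about 15% in these data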;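 further: 0% = PAD4 with RCA probe and DMSO and 100% = probe without PAD4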
# PAFAH1B3 FP inh: PAFAH1B3 enzyme inhibitors, primary screen, biochemical, fluorescence polarization, human; recombinant PAFAH1B3, FP-rhodamine probe; inhibition, % at 3.39 µM; 340,000 tested, 0.28% active; AID 492972, 2010;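 active means inhibition above the screen-wide average of all tested compounds plus 3 SD, cut at about 25% in these data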;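 further: 0% = enzyme with DMSO only and 100% = wells lacking PAFAH1B3 protein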
# Target sequence (Q15102 whole entry, looked up): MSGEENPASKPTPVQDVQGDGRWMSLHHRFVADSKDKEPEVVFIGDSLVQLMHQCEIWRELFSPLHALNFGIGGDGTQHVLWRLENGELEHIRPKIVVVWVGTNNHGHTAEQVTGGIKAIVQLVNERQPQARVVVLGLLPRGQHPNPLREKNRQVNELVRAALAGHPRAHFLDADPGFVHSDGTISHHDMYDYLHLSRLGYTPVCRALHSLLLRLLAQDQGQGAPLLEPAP
# An asterisk follows results filed as active; . = not tested or not shown. An excerpt (hit frequency here may not be typical).
SMILES,PME-1 inh,LYPLA1 counter,GSTO1 inh,pPAFAH inh,PAFAH1B2 FP inh,PAFAH2 FP inh,LYPLA2 counter,PAD4 inh,PAFAH1B3 FP inh
O=C(OCC(=O)N1CCN(c2ccccc2)CC1)c1ccccc1NCCO,2,-1,4,3,-2,6,6,3,-3
Cc1cccn2c(=O)c(/C=C3\SC(=S)NC3=O)c(NCCCN3CCOCC3)nc12,-6,-3,-15,5,0,6,-8,12,-3
O=C(CSc1nnnn1Cc1ccccc1)Nc1ccc2c(c1)OCCO2,-1,0,9,6,6,3,4,4,-4
COCCCNC(=O)Cn1ccc(N)nc1=O,-3,0,.,2,5,-2,-4,5,-1
Cc1c(Cl)cccc1NC(=O)Nc1ccc(C(=O)N2CCCC2)cc1,-1,-1,-4,5,2,-10,-4,-3,5
O=C(OCC(=O)N1CCOCC1)c1c(Cl)ccc(Cl)c1Cl,1,-1,5,-1,7,11,2,1,9
CCOC(=O)c1c(NC(=O)CN2C(=O)NC3(CCCCC3C)C2=O)sc(C)c1C (stereo not given),1,-3,2,4,1,-3,-11,-4,0
CCCC(=O)NC(c1ccco1)c1cc([N+](=O)[O-])c2cccnc2c1O (stereo not given),5,-1,27,30*,1,21,5,-6,9
Cc1ccc(S(=O)(=O)NC(=O)Nc2cccc([N+](=O)[O-])c2)cc1,5,0,5,1,0,13,11,-1,6
Cn1c2ccccc2c2nnc(SCC(=O)Nc3ccccc3F)nc21,-1,-1,4,0,-1,-13,-1,3,12
NC(=O)c1ccc(Oc2ccc3c(c2)CCC3)c([N+](=O)[O-])c1,17,-2,2,14,5,-1,30*,-7,4
CC(C)/C=C1\CCCCC1N(C)C(=O)NC(C)C (stereo not given),2,0,-3,3,5,-6,3,1,10
COc1ccc(NC(=O)CSc2nc3[nH]ncc3c(=O)n2-c2ccccc2OC)cc1OC,0,1,3,0,2,7,-4,-7,14
CC1CCCCN1CCCNc1ccc(C(CC(N)=O)NC(=O)Cc2ccc(Cl)cc2)cc1[N+](=O)[O-] (stereo not given),-3,-4,17,5,-2,-5,-3,-2,17
COc1cc(CNCCN(C)C)ccc1OCc1c(F)cccc1Cl,3,-3,-6,3,2,-4,1,-3,8
O=C(OCc1nnc(-c2ccccc2)o1)c1ccc([N+](=O)[O-])s1,11,0,.,14,24,31*,12,12,31*
O=C(NCCCN1CCOCC1)c1ccc(CSCc2cccc(Cl)c2)o1,3,-4,1,7,0,-6,-6,-5,3
Cc1ccc(O)c(Nc2c3ccccc3nc3ccccc23)c1,-30,3,2,12,0,-2,6,-10,4
O=C(c1cc2c(ccc3ccccc32)oc1=O)N1CCN(CCO)CC1,-5,0,-4,-4,3,8,-4,-2,6
CC(=O)Nc1ccc(C(=O)Nc2ccc(S(=O)(=O)N3CCOCC3)cc2)cc1,-5,2,-1,-4,2,-4,2,4,5
Cn1ncc([N+](=O)[O-])c1C(=O)Nc1ccc(-c2nc3ccccc3[nH]2)cc1,-2,-6,-5,3,5,-2,3,-3,5
CCC1CCCCN1S(=O)(=O)Cc1ccccc1Cl (stereo not given),-1,3,-7,1,12,3,-1,-2,9
O=C(Nc1ccc2c(c1)OCCO2)c1ccc(CN2CCOCC2)cc1,0,-2,-3,0,-1,1,-4,-4,5
O=C1/C(=C/N(C(=O)c2ccco2)c2ccc(Br)cc2)Sc2ccccc21,-2,-1,0,1,-12,-10,1,-4,-10
COC(=O)CNC(=O)CN1c2cccc3cccc(c23)S1(=O)=O,-8,-1,2,-2,1,5,2,-9,8

# Quoted from the listing:
# Entry for `Cc1c(Cl)cccc1NC(=O)Nc1ccc(C(=O)N2CCCC2)cc1` under PAFAH1B3 FP inh: 5
# Entry for `O=C(CSc1nnnn1Cc1ccccc1)Nc1ccc2c(c1)OCCO2` under PME-1 inh: -1

# New compounds follow
SMILES,PME-1 inh,LYPLA1 counter,GSTO1 inh,pPAFAH inh,PAFAH1B2 FP inh,PAFAH2 FP inh,LYPLA2 counter,PAD4 inh,PAFAH1B3 FP inh
CN(CC(=O)Nc1ccccc1Cl)C(=O)COC(=O)c1cc(S(=O)(=O)N(C)C)ccc1N1CCCC1,13,1,-10,6,2,-4,1,0,-2
Cc1ccccc1Cn1c2ccccc2c2cnn(CC(=O)NCCCN3CCN(C)CC3)c(=O)c21,-1,-4,1,-1,-4,1,-3,2,3
COc1cccc(CN(C)C(=O)CNC(=O)c2ccc3c(c2)OCO3)c1OC,3,-2,-3,4,5,0,4,-2,-1
COc1cccc(NC(=O)C(C)Sc2nnc(C3CC3)n2C2CC2)c1 (stereo not given),-1,1,.,-1,6,3,-3,2,3
CC(Oc1ccc(F)cc1)C(=O)Nc1cc(S(=O)(=O)N2CCOCC2)ccc1N1CCN(C)CC1 (stereo not given),1,6,11,5,1,-2,4,-1,-1
O=C(O)CC(c1ccc(F)cc1F)N1Cc2ccccc2C1=O (stereo not given),-1,-4,7,4,8,-7,-8,1,8
Cc1ccc2[nH]c3c(Cl)ncnc3c2c1,-4,-3,2,-1,.,.,-5,-1,.
O=C1CCCC(O)=C1N=Nc1c(Cl)cc(C(F)(F)F)cc1Cl,13,9,8,39*,35*,64*,16,85*,37*
Cc1c(NS(=O)(=O)c2ccc(N(C)C3CCCCC3)c([N+](=O)[O-])c2)c(=O)n(-c2ccccc2)n1C,1,-1,-1,7,4,10,3,0,11
Cc1cc(OCC(=O)OCC(=O)NCCN2C(=O)CSC2=O)ccc1Cl,9,1,.,6,6,8,8,-2,-2
CC(OC(=O)C1=COCCO1)C(=O)Nc1ccccc1C#N (stereo not given),-3,-2,4,6,5,7,-5,-1,-4
COC(=O)C(=C/C(C)=C/c1cccnc1)C(=O)OC,9,1,6,-1,3,5,7,3,-2
COC(=O)c1ccc(CNC(=O)Cn2cnc3c(SC)nc(N)nc32)cc1,.,.,.,-1,2,13,.,-4,9
COc1ccc(NC(=O)O/N=C2/CCCc3ccc(OC)cc32)cc1,1,-6,4,-2,-2,5,2,-2,3
CCOc1cccc(NC(=O)C2CC(=O)NC(=Nc3ccccc3)S2)c1 (stereo not given),4,2,-2,3,4,1,5,-3,9
O=C(O)CNC1=NCCCCC1,6,1,-4,0,-4,5,1,4,8
Cc1nonc1OCCNCc1c(C(=O)N(C)C)nc2ccc(Cl)cn12,0,-4,-4,0,1,3,-2,1,11
Cn1nnnc1SCCNCc1ccccc1OCc1ccccc1,0,5,4,2,5,-5,-4,4,4
Cc1nnc(SCC(=O)N2CCOCC2)[nH]c1=O,-3,-1,-3,2,5,-11,4,-5,-4
O=C(CSc1nc2ccccc2s1)Nc1cc(C(=O)O)cc(C(=O)O)c1,-6,-1,-12,-7,10,0,0,1,-11
O=C(Nc1ccc(N2CCOCC2)cc1)c1cc(-c2ccncc2)nc2ccccc12,-6,1,10,4,5,-2,5,-5,0
CCC(C(=O)NCCCN1CCCC1=O)n1c2ccccc2c2nc(=O)cc(C)n21 (stereo not given),4,0,-1,4,2,2,0,4,8
CN(C(=O)c1ccno1)c1nnc(-c2ccccn2)s1,0,3,4,1,2,-8,1,2,11
Cc1ccc(S(=O)(=O)c2cc3c(=O)n4cccc(C)c4nc3n(Cc3ccncc3)c2=N)cc1,1,0,-1,-1,2,-2,-1,9,-2
CCC1c2ccc(C)n2CCN1C(=O)Nc1ccccc1C(=O)OC (stereo not given),2,6,-2,5,6,9,7,2,6

# Quoted at random: six records from the list
SMILES,PME-1 inh,LYPLA1 counter,GSTO1 inh,pPAFAH inh,PAFAH1B2 FP inh,PAFAH2 FP inh,LYPLA2 counter,PAD4 inh,PAFAH1B3 FP inh
CC(OC(=O)C1=COCCO1)C(=O)Nc1ccccc1C#N (stereo not given),-3,-2,4,6,5,7,-5,-1,-4
CC(Oc1ccc(F)cc1)C(=O)Nc1cc(S(=O)(=O)N2CCOCC2)ccc1N1CCN(C)CC1 (stereo not given),1,6,11,5,1,-2,4,-1,-1
COC(=O)c1ccc(CNC(=O)Cn2cnc3c(SC)nc(N)nc32)cc1,.,.,.,-1,2,13,.,-4,9
Cc1ccccc1Cn1c2ccccc2c2cnn(CC(=O)NCCCN3CCN(C)CC3)c(=O)c21,-1,-4,1,-1,-4,1,-3,2,3
COC(=O)C(=C/C(C)=C/c1cccnc1)C(=O)OC,9,1,6,-1,3,5,7,3,-2
COc1cccc(NC(=O)C(C)Sc2nnc(C3CC3)n2C2CC2)c1 (stereo not given),-1,1,.,-1,6,3,-3,2,3

# Following part:
SMILES,PME-1 inh,LYPLA1 counter,GSTO1 inh,pPAFAH inh,PAFAH1B2 FP inh,PAFAH2 FP inh,LYPLA2 counter,PAD4 inh,PAFAH1B3 FP inh
CC(C)(Cc1ccc(O)cc1)NC(=O)SCc1ccccc1,1,0,12,-4,7,4,-3,-2,9
CCOc1cc(N2CCOCC2)c(OCC)cc1NC(=O)c1ccc(-n2ccnc2)c([N+](=O)[O-])c1,6,0,-2,7,2,1,3,0,8
O=C(CCCc1ccccc1)NCc1ccccc1Cl,11,5,6,0,3,-5,21,-6,11
O=C(NCCO)NC(=S)c1ccccc1,-5,-3,2,2,7,1,0,-4,14
COc1ccc(-c2oc3cccnc3c2/C=C/c2ccc(OC)c(OC)c2)cc1,8,0,1,10,5,3,-6,3,0
Cc1nn(-c2ccccc2)c(N)c1N=O,1,-2,-4,8,.,.,-2,-3,.
CCOc1cc(/C=N/NC(=O)C2CCCC2)ccc1OC(C)C,5,-2,2,2,2,-1,-3,-5,5
Cc1ccc(NC(=O)CCC(=O)N/N=C/c2ccccc2O)cc1,-1,-2,2,2,10,-11,1,-5,5
COc1ccc2c(CCNC(=O)Nc3ccccc3)c[nH]c2c1,2,-2,1,4,0,0,-1,-5,10
O=C(NCc1ccc(F)cc1)c1cc2ccccn2n1,-3,-2,5,9,5,2,4,-1,-1
COc1ccc(C(=O)c2ccc(Cl)c([N+](=O)[O-])c2)cc1,-1,-2,7,6,3,2,5,3,-79
Cc1nc2c(=O)n(-c3ccc(F)c(Cl)c3)nc(C)c2s1,3,-1,6,2,.,.,0,3,.
